# TAAR1 agonist – human TAAR1 agonism; 0.99% of 360,000 active; Q96RJ0; CHO RD-HGA16 TAAR1, Fluo-8 calcium fluorescence; vehicle wells 0%, saturating PEA agonist 100%; activation, % at 3 µM;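 active means activation above the mean activation of all test compounds in the run plus 3 SD, cut at about 38% in these data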
#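 Assay system: CHO-derived RD-HGA16 cells with stable Gα16 and human TAAR1; timing: 17-24 h seeding, 75 min 37 °C dye, 30 min RT; read-out: % activation from peak over basal fluorescence ratio, DMSO-to-PEA scaled; measured by: kinetic Fluo-8 calcium fluorescence; benchmarks: low control DMSO, high control PEA (EC100); doses: 3 µM single concentration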
# M1 ag – agonists of human M1 muscarinic receptor; P11229; 0.33% of 360,000 active; activation, % at 3 µM; CHO-K1 hM1, Fluo-8 calcium fluorescence, agonist mode; 0% DMSO, 100% acetylcholine EC100;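 active means activation above the run's mean compound activation plus 3 SD, cut at about 16% in these data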;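 further: peak over basal fluorescence ratio within a 140 s kinetic read after compound addition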
# Target sequence (P11229 whole entry, looked up): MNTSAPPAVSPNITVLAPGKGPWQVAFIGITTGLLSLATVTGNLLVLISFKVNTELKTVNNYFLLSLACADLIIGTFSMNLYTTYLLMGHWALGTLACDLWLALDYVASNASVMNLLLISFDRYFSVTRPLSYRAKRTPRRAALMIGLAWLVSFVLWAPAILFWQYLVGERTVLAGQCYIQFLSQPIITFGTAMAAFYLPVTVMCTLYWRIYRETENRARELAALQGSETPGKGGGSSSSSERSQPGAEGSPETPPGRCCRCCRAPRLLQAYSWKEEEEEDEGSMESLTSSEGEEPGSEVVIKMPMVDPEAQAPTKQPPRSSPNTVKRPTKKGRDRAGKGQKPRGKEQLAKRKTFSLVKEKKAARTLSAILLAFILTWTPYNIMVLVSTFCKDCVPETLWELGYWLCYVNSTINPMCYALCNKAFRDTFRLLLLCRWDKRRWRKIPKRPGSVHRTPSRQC
# M1 antag – human CHRM1 antagonism; CHO-K1 hM1, Fluo-8 calcium fluorescence, ACh EC80 antagonist; inhibition, % at 3 µM; 1.3% of 360,000 active;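 active means percent inhibition above its own plate's cutoff, namely the mean of that plate's compound wells plus 3 SD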;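 further: peak over basal fluorescence ratio during 140 s after agonist addition; 0% = ACh EC80 plus DMSO and 100% = DMSO alone without agonist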
# M1 ag parental – counter-screen for M1 agonists: effect in parental CHO-K1 cells. Fluo-8 calcium fluorescence; scaled to maximal ATP response, vehicle zero. activation, % at 3 µM. 0.48% of 360,000 active. AID 602248; in the data active means activation above about 15%;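 further: untransfected CHO-K1 host cells lacking M1 receptor as counterscreen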
# TAAR1 antag – antagonists of human TAAR1; Q96RJ0; CHO RD-HGA16 TAAR1, Fluo-8 calcium fluorescence, antagonist; inhibition, % at 3 µM; 1.5% of 360,000 active; AID 624466;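 active means inhibition above a per-plate cutoff, the mean inhibition of test compounds on that plate plus 3 SD, cut at about 49% in these data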;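 further: 0% = DMSO plus EC80 beta-PEA response and 100% = DMSO alone without agonist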
#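 Assay system: CHO-derived RD-HGA16 cells stably expressing human TAAR1 plus Gα16. Timing: 140 s kinetic read after compound, 140 s after agonist. Technique: kinetic Fluo-8 calcium fluorescence measurement. Measure: % inhibition of agonist calcium response.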
# CHO-K1 Ca antag – nonselective inhibitor or artifact in parental CHO-K1 cells. ATP-induced calcium, Fluo-8 fluorescence. 0.6% of 360,000 active. inhibition, % at 3 µM;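 active means inhibition above a per-plate cutoff, the plate's mean sample inhibition plus 3 SD, cut at about 24% in these data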;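 further: 0% = DMSO plus EC80 ATP and 100% = DMSO alone without ATP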
# OXTR potentiate – human OXTR potentiation; CHO-OTR cells, Fluo-8 calcium fluorescence, potentiator mode; 0% = oxytocin EC15, 100% = EC100; activation, % at 3 µM; 0.061% of 320,000 active; AID 2445;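 active means activation above that plate's cutoff, the mean activation of tested compounds plus 3 SD, cut at about 6.6% in these data, passing the limit was not always enough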;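 further: 100% uses oxytocin at 75 nM as the full agonist control; some results filed as inactive read as strong as hits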
# Target sequence (P30559 whole entry, looked up): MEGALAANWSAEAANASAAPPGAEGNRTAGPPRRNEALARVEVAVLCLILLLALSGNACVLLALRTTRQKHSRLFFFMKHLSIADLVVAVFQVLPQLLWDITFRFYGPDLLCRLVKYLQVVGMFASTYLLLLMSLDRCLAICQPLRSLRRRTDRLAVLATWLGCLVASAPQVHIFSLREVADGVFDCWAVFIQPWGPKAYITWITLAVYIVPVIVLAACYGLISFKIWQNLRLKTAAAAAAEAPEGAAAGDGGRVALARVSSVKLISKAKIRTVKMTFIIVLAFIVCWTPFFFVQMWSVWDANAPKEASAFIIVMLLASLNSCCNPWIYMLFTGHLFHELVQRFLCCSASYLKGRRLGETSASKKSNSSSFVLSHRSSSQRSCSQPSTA
#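 Measured by – Fluo-8 calcium dye fluorescence · Test system – human OTR in CHO cells · Dosing – one concentration, 3.0 µM compound · Controls – EC15 oxytocin alone as 0%, 75 nM oxytocin as 100% · Evaluation – normalized max/min fluorescence ratio, % activation · Timing – 6 min pre-incubation, 100 s read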
# CHO-K1 Ca PAM – nonselective activator or artifact in parental CHO-K1 calcium assay | ATP EC20, Fluo-8 calcium fluorescence; 0% at ATP EC20, 100% at ATP max | activation, % at 3 µM | 0.02% of 360,000 active;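 active means activation above the run cutoff, the mean activation of all test compounds plus 3 SD, cut at about 40% in these data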;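 further: peak over basal fluorescence ratio in a 140 s read after ATP addition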
# CHO parental Ca – counter-screen for OX1R antagonists: effect in parental CHO cells; inhibition, % at 5.6 µM; parental CHO-K1, ATP-induced calcium, Fluo-8 fluorescence; 0.63% of 330,000 active; AID 463079;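 active means inhibition above that plate's mean sample inhibition plus 3 SD, cut at about 26% in these data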;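 further: 0% = ATP-challenged DMSO wells and 100% = DMSO wells without ATP; some compounds past the cut are filed as inactive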
#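 Measured by: calcium-sensitive Fluo-8 fluorescence / Test system: CHO parental line / Controls: ATP-challenged DMSO wells low, unchallenged DMSO wells high / Measure: % inhibition / Compound: single nominal dose of 5.6 µM per compound / Replicates: single well per compound, no replicates / Reagent: ATP as calcium-mobilizing challenge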
# An asterisk follows results filed as active; . = not tested or not shown.
# Fields: TAAR1 agonist, M1 ag, M1 antag, M1 ag parental, TAAR1 antag, CHO-K1 Ca antag, OXTR potentiate, CHO-K1 Ca PAM, CHO parental Ca
> COC(=O)C(NC(=O)c1ccco1)(Nc1cc(C)ccn1)C(F)(F)F (configuration not stated)
    0, -1, 6, -0.4, -1, 16, 5, -5, -8
> COC(=O)Nc1ccc(S(=O)(=O)Nc2ccc(O)cc2)cc1
    11, 1, -9, 0.7, -9, -9, 0, 10, 5
> COc1ccc(N2CCN(C(=O)C(NC(=O)c3c(F)cccc3F)C(C)C)CC2)cc1 (configuration not stated)
    -3, -4, 5, 0.2, 0, -20, -7, 0, -17
> CCOC(=O)c1nnn(-c2nonc2N)c1-c1ccc(Cl)cc1
    1, -3, -4, -0.2, 10, -11, -12, -3, 2
> CC(C)(C)C(O)CN1CCCC1 (configuration not stated)
    2, 0, 12, 0.3, -14, -5, -15, -6, -5
> Cc1cc(C)cc(C(=O)Nn2cnnc2)c1
    9, -1, -11, 3.5, 1, 2, 3, 9, -3
> O=C(NCCc1c[nH]c2ccccc12)C(=O)NCC1OCCCN1S(=O)(=O)c1ccccc1 (configuration not stated)
    9, -1, -3, 4.7, 9, 8, -7, -2, -9
> COc1ccc(OC)c(-n2nnnc2SCC(=O)N2CCN(C(=O)c3ccco3)CC2)c1
    1, -1, -10, -0.3, 3, 4, -11, -5, -13
> Cc1cc(C)c[n+](CC(=O)c2ccc(C)c([N+](=O)[O-])c2)c1
    1, -8, 4, -0.1, -27, -1, -8, -1, -1
> O=C(N/N=C/c1cccs1)c1cncc(Br)c1
    6, -3, 3, 0.4, -3, 4, -1, 11, -2
> NS(=O)(=O)c1ccc(Nc2ccc3cc(S(=O)(=O)N4CCCCC4)ccc3n2)cc1
    2, -3, 5, 0.1, -19, -14, -6, 1, -12
> Cc1ccc(Oc2ncccc2NC(=O)CC2(CC(=O)O)CCCC2)c2c1CCC2
    1, -3, 1, -0.3, 4, 14, -2, -19, -16
> O=C(CCCN1CCOC(c2ccccc2)C1)c1ccc(F)cc1 (configuration not stated)
    0, -9, 2, 0.7, -12, -8, 0, -4, -12
> O=[N+]([O-])c1cccc(-c2nnc(-c3ccccc3)o2)c1
    -1, -6, -10, -0.1, 5, -10, -13, 7, -4
> CCCCOP(=O)(c1ccc(N(C)C)cc1)C(O)c1ccc(C(C)C)cc1 (configuration not stated)
    3, 1, -7, 0.4, -26, -13, -6, 12, -10
> Cc1cc(NC(=O)CCN2CCC(C)CC2)ccc1Br
    4, -7, -9, 4.1, -3, -9, ., 23, .
> CC(C)C[C@H]1CNC(=S)N1C[C@H]1CCCN1C[C@H](CC(C)C)N1C[C@H](Cc2ccc(O)cc2)N(CC2CCCCC2)C1=S
    -1, ., ., 0.8, -34, -14, ., 11, .
> COCCN(CCOC)Cc1cc(=O)oc2cc(C)cc(C)c12
    0, -2, -1, 0.2, -12, 23, ., -1, .
> CCOC(=O)C1(Cc2cccc(OC)c2)CCCN(C(=O)c2cc(C)on2)C1 (configuration not stated)
    -1, -2, -3, 0.0, 0, -1, -3, 6, -8
> COc1ccc(O)c(/C=N/NC(=O)CSc2nnc(C)n2-c2ccccc2)c1
    1, 1, -23, 0.8, 7, -2, -11, 5, -22

# Reprinted at random: three compounds from above, in no set order.
# Fields: TAAR1 agonist, M1 ag, M1 antag, M1 ag parental, TAAR1 antag, CHO-K1 Ca antag, OXTR potentiate, CHO-K1 Ca PAM, CHO parental Ca
> Cc1cc(C)c[n+](CC(=O)c2ccc(C)c([N+](=O)[O-])c2)c1
    1, -8, 4, -0.1, -27, -1, -8, -1, -1
> CCOC(=O)c1nnn(-c2nonc2N)c1-c1ccc(Cl)cc1
    1, -3, -4, -0.2, 10, -11, -12, -3, 2
> CCOC(=O)C1(Cc2cccc(OC)c2)CCCN(C(=O)c2cc(C)on2)C1 (configuration not stated)
    -1, -2, -3, 0.0, 0, -1, -3, 6, -8

# Going on with the list:
# Fields: TAAR1 agonist, M1 ag, M1 antag, M1 ag parental, TAAR1 antag, CHO-K1 Ca antag, OXTR potentiate, CHO-K1 Ca PAM, CHO parental Ca
> Clc1cccc(N2CCN(CCNc3nc4ccccc4n4cnnc34)CC2)c1
    ., -4, -5, 3.5, ., -4, -2, 27, -15
> COc1ccc(/C=C/C(=O)N2CCCc3ccccc32)cc1
    9, -7, -2, 1.8, 12, -14, -5, 11, -16
> COc1ccc(CN2CCN(Cc3csc(C(C)=O)c3)CC2CCO)c(C)c1C (configuration not stated)
    -1, -10, -5, 0.8, 3, -11, -14, 11, -24
> CC1CN(C(=S)NC(=O)c2ccccc2)CC(C)O1 (configuration not stated)
    9, -2, 1, 0.3, -11, -5, -5, 12, -2
> S=C(c1ccco1)N1CCOCC1
    0, -3, -17, 0.6, 1, -19, ., 22, .
> Cc1cccc(C)c1NC(=O)c1c[nH]c2ccccc12
    -1, -5, -10, 2.0, 6, -11, -11, 9, -16
> Cc1cccc2[nH]c3c(N4CC=C(c5ccc(F)cc5)CC4)ncnc3c12
    7, -6, 11, 3.4, 16, 8, -8, -10, 36*
> Cc1csc(NC(=O)CSc2nc(=O)n(CCN(C)C)c3c2CCCC3)n1
    3, -7, -2, 4.3, -35, 19, -4, -21, -11
> Cn1nccc1C(=O)OCC(=O)Nc1ccc(S(N)(=O)=O)cc1
    1, -5, 7, 0.8, 5, -9, 2, 20, 3
> Cc1nc(CS(=O)(=O)c2ccccc2)cc(Sc2ccccc2Cl)n1
    4, -1, -8, 1.5, -5, -10, -11, 17, -19
> Cc1ccccc1NC(=S)NC(NC(=O)C(C)(C)C)C(Cl)(Cl)Cl (configuration not stated)
    6, 1, 0, 3.6, 0, -21, -14, -1, -21
> O=[N+]([O-])c1cc([N+](=O)[O-])c2nonc2c1Nc1ccc(O)cc1
    -1, -3, -8, 1.9, -9, -9, -3, 23, 1
> CCN(CC)C(=O)Cn1cc(C(=O)C(=O)N2CC=C(c3ccccc3)CC2)c2ccccc21
    1, -5, 7, -0.4, -8, 11, -5, -5, -19
> O=C(NCc1ccco1)c1ccc2c(c1)N(Cc1ccc(Cl)cc1)CCS2
    -2, -4, -19, -0.2, -3, -11, -4, 1, -2
> Cc1cc(=O)oc2c(C)c(OCC(=O)N(C)C)ccc12
    15, 0, -33, 0.3, -1, 1, -15, 6, -19
> COC(=O)[C@]12CCCCC=C1N(Cc1ccco1)C(=O)[C@H](CC(=O)N1CCCCC1)C2
    4, ., ., 3.8, 11, -18, ., -2, .
> CCCCSc1nc2c(cnn2-c2ccc(F)cc2)c(=O)[nH]1
    1, -3, -11, 0.9, -15, 8, -8, 15, -2
> COC(=O)Cc1cc(=O)n2[nH]cnc2n1
    1, -1, -6, 0.1, -14, 13, -7, -5, -13
> O=C(Nc1ccc(Oc2ccccc2)nc1)C1CCCCN1Cc1ccco1 (configuration not stated)
    -1, -6, 4, 0.2, -25, 5, -4, -5, -7
> COC(=O)CSc1nc2c(c(=O)[nH]c(=O)n2C)n1CCC(C)C
    -3, 1, -8, 1.9, -2, -3, -11, 18, -11

# (listing goes on)
# Fields: TAAR1 agonist, M1 ag, M1 antag, M1 ag parental, TAAR1 antag, CHO-K1 Ca antag, OXTR potentiate, CHO-K1 Ca PAM, CHO parental Ca
> O=C(Nc1ccc(F)cc1F)N1CCN(C/C=C/c2ccccc2)CC1
    1, -6, -5, 0.9, -18, -3, -8, 2, 4
> CC(=O)CC(=O)Nc1cccc2c1CCCC2
    7, -3, -7, -0.3, 8, -1, 1, 3, 6
> COc1cccc(CN(C(=O)c2cc3ccccc3oc2=O)C2CCS(=O)(=O)C2)c1 (configuration not stated)
    3, -2, -12, 1.9, -15, -8, -8, 7, -26
> COCCN(C(=O)COC(=O)c1ccc2[nH]c(C)c(C)c2c1)c1c(N)n(Cc2ccccc2)c(=O)[nH]c1=O
    2, -5, -4, 1.6, -8, -1, -3, 17, -24
> CS(=O)(=O)c1sc2nc(-c3ccccc3)cc(-c3ccccc3)c2c1N
    10, -2, -8, 0.5, 35, -16, -6, 11, -3
> O=C(O)CSCc1nc2ccccc2s1
    2, -2, 4, 0.2, 2, 7, -6, -3, -5
> Cc1cc(C)c2c(=O)n(-c3ccccc3)[nH]c2n1
    5, -3, -4, 0.4, -14, -3, -8, 15, -5
> CCN(CC)S(=O)(=O)c1cccc(C(=O)NC(C(=O)NC2=NCCS2)C(C)C)c1 (configuration not stated)
    1, -4, 2, 0.5, -18, -2, -7, 13, -6
> CC(C)CCNC(=O)c1csc2c1CCCCC2
    14, -10, 0, -0.1, 13, -3, 0, -6, -13
> Cc1cc(=O)oc(C)c1C(=O)Nc1ccc(F)cc1
    1, -2, -15, 0.4, -15, 2, -2, 4, -15
> O=C(Cn1cnc2ccccc2c1=O)N1CCN(Cc2ccccc2)CC1
    2, 0, 3, -0.2, -8, 8, -4, 2, -5
> CC(=O)Nc1ccc(N(C(=O)c2ccco2)C(C(=O)NC2CCCC2)c2cccs2)cc1 (configuration not stated)
    10, 0, -10, 0.0, -13, -6, -5, 6, -20
> Cc1ccc(NC(=O)NC2CC(=O)N(c3ccc4c(c3)OCCO4)C2)c(C)c1 (configuration not stated)
    1, -2, -23, 0.5, -23, -5, 1, 18, -11
> CCOc1ccc(-n2c(=S)sc3c(=O)[nH]c(SCC(=O)NCC4CCCO4)nc32)cc1 (configuration not stated)
    -1, -2, 1, 0.6, 7, -4, -2, 22, -3
> O=[N+]([O-])c1cccnc1N1CCOCC1
    5, -4, -12, 1.4, 10, -27, -2, 25, 0
> Cc1cc(S(=O)(=O)NC2CC(C)(C)NC(C)(C)C2)c(Cl)cc1Cl
    1, -6, -1, 0.5, 8, -7, -11, 5, -11

# 5 consecutive records out of the list so far, for reference:
# Fields: TAAR1 agonist, M1 ag, M1 antag, M1 ag parental, TAAR1 antag, CHO-K1 Ca antag, OXTR potentiate, CHO-K1 Ca PAM, CHO parental Ca
> O=C(N/N=C/c1cccs1)c1cncc(Br)c1
    6, -3, 3, 0.4, -3, 4, -1, 11, -2
> NS(=O)(=O)c1ccc(Nc2ccc3cc(S(=O)(=O)N4CCCCC4)ccc3n2)cc1
    2, -3, 5, 0.1, -19, -14, -6, 1, -12
> Cc1ccc(Oc2ncccc2NC(=O)CC2(CC(=O)O)CCCC2)c2c1CCC2
    1, -3, 1, -0.3, 4, 14, -2, -19, -16
> O=C(CCCN1CCOC(c2ccccc2)C1)c1ccc(F)cc1 (configuration not stated)
    0, -9, 2, 0.7, -12, -8, 0, -4, -12
> O=[N+]([O-])c1cccc(-c2nnc(-c3ccccc3)o2)c1
    -1, -6, -10, -0.1, 5, -10, -13, 7, -4

# Compound activity as filed in PubChem.
